HCMV inh: human cytomegalovirus inhibition | HFF cells, HCMV-luciferase reporter, 72 h; active compounds read low | activity change, negative = inhibition, % at 57.5 µM | 4.5% of 410,000 active | AID 1259415; in the data active = activity change below about -60%; inconclusive = no clear call, values can overlap the other calls; inactive = above about -39%
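Two-dose cell screen: HFF monolayers treated with compounds and infected with luciferase-expressing HCMV at 1 PFU/cell, 72 h at 37C, then lysed for luciferase measurement.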
HCV inhibitor: inhibitors of hepatitis C virus infection; Huh7.5.1 HCVcc-Cre infection, luciferase reporter, 44 h; Potency, µM (series often up to 41.8 µM), for inactives: at the top dose activity change, negative = inhibition, usual class: inhibitors; 3.4% of 340,000 active; AID 651820; also: potency is read from the fitted curve at half-maximal effect
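Cells (1,000/well) were plated 4 h before compound, then infected with HCVcc-Cre virus (~0.5 moi). After 44 h further culture, infection was read as luciferase luminescence following a 15 min substrate incubation at room temperature.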
Giardia FBPA inh: Giardia lamblia aldolase inhibition; A8B2U2; purified Giardia FBPA; Potency, µM (doses to about 59.6 µM), inactives show at the highest dose activity, negative = inhibition, usual class: inhibitors; 0.71% of 290,000 active; AID 2451; also: potency is read from the fitted curve at half-maximal effect; nearly all actives have a fitted effect of over 55% in size
Target sequence (A8B2U2 whole entry, looked up): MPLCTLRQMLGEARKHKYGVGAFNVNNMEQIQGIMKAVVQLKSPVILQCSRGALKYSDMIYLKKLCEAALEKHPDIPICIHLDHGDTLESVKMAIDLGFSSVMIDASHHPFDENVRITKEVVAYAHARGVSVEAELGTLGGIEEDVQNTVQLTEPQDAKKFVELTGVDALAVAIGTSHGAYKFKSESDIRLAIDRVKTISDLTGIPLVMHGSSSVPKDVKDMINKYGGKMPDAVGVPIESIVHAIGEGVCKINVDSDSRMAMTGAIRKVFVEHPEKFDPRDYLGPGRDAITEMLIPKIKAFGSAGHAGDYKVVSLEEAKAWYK
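40 nM FBPA preincubated 10 min at RT with compound (up to 57.5 uM final), then substrate plus GAPDH/TPI/NAD/arsenate coupling and diaphorase/resazurin added. Fluorescence read after 20 min at RT, 525/598 nm.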
Sm TGR block: S. mansoni TGR enzyme inhibition | 3% of 360,000 active | AID 485364 | Q962Y6 | purified TGR, DTNB reduction, TNB absorbance 405 nm | Potency, µM (doses to about 114 µM), for the others: at the top dose activity change, negative = inhibition, most hits filed as inhibitors; also: potency is read from the fitted curve at half-maximal effect; nearly all actives have a fitted effect of over 60% in size
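Kinetic colorimetric format: TGR-catalysed, NADPH-driven DTNB reduction monitored via TNB absorbance. Enzyme dispensed at 20 nM; compound exposure 15 min at room temperature before reaction start.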
AMA1 RON2 block: inhibitors of Plasmodium falciparum AMA1-RON2 interaction; AlphaScreen AMA1-biotinylated RON2 peptide binding; Potency, µM (highest dose often 58.2 µM), for the others: at the top dose activity change, negative = inhibition, usual class: inhibitors; AID 720542; 0.2% of 360,000 active;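 also: potency is read from the fitted curve at half-maximal effect; 0% = vehicle wells and -100% = peptide control; nearly all actives have a fitted effect of over 45% in size; some results filed as inactive show a strong effect at the top dose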
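AMA1 (3D7) with his tag at 25 nM final met compounds first, then biotinylated RON2 peptide at 25 nM; detection used donor plus acceptor beads, 10 µg/mL apiece, read by AlphaScreen after 30 min at room temperature.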
AmpC detergent: inhibitors of E. coli AmpC beta-lactamase with detergent | AmpC hydrolysis of nitrocefin, absorbance 480 nm, 0.01% Triton | Potency, µM (series often up to 114 µM), without a hit: at the highest dose activity change, negative = inhibition, most hits filed as inhibitors | 0.041% of 370,000 active | AID 485294;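 also: potency is read from the fitted curve at half-maximal effect; 0% = no-compound wells and -100% = no-enzyme wells; nearly all actives have a fitted effect of over 25% in size; some results filed as inactive show a strong effect at the top dose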
Target sequence (P00811 whole entry, looked up): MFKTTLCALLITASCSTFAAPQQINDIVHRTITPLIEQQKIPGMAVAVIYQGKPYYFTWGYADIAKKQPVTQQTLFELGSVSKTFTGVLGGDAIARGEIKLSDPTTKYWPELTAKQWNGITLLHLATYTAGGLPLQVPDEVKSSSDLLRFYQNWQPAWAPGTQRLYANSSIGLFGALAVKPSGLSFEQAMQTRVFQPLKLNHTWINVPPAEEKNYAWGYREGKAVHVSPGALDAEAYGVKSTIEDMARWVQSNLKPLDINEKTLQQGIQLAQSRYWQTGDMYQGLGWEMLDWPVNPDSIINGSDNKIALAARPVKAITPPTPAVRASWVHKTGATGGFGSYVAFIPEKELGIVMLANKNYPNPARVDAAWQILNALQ
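20 mM phosphate pH 7.0 + 0.01% (detergent screen) or 0.0001% Triton X-100; 5.3 nM AmpC reagent; cpd preinc 15 min RT; nitrocefin (800 uM stock) to start; A480 q20 s × 4 min; Activity was normalised to no-enzyme and no-compound control wells.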
Numbers without * were called inactive; u = inconclusive; x = not tested or not shown; & = joins results of further samples; [ ] = another dose, or the depositor's remark. Unless noted, calls follow the shape of the dose curve; as a rule, active = well fitted curve in the direction sought with a large enough effect; inconclusive = small, poorly fitted or top-dose-only effect, or another doubt; inactive = no such curve, though single readings can be large; an effect the other way counts as inactive or inconclusive. Unless noted, % is scaled to controls: 0 for no effect and ±100 for the full control effect.

SMILES	HCMV inh	HCV inhibitor	Giardia FBPA inh	Sm TGR block	AMA1 RON2 block	AmpC detergent
O=C(O)c1ccccc1-c1ccccc1C(=O)Nc1nc2ccccc2s1	0	-1%	u	11%	-11%	8%
O=C(Nc1ccccc1N1CCOCC1)c1cccc(S(=O)(=O)Nc2ccccc2F)c1	86	9%	x	-5%	-4%	4%
CC1(C)O[C@H]2OC([C@H](O)CON3C(=O)c4ccccc4C3=O)[C@H](O)[C@H]2O1 (some centres not stated)	9	10%	2%	-18%	6%	u
Cc1cc(C(=O)N(C)CC2CCCN(CCc3ccc(F)cc3)C2)c(C)o1 (configuration not stated)	44	-14%	13%	5%	9%	-2%
O=c1[nH]c(=O)n(CCC2=CCCCC2)c(O)c1C=Nc1cccc(F)c1	-32	-2%	4%	u	-4%	1%
CCN(C(=O)c1cc2c(s1)-c1ccccc1OC2)c1cccc(C(F)(F)F)c1	-27	x	x	2%	x	30%
CCn1c(SCC(=O)N/N=C/c2cccs2)nc2ccccc21	-25	0%	-6%	-2%	-2%	-4%
COc1ccc(CNc2nc3c(c(=O)[nH]c(=O)n3C)n2Cc2ccccc2)cc1	-17	-2%	-2%	2%	5%	-3%
CCC(CC)C(=O)c1c[nH]c(C(=O)N2CCN(c3ccccc3)CC2)c1	14	5%	5%	x	-1%	3%
Cn1c(=O)c2c(ncn2CC(=O)N2CCCc3ccccc32)n(C)c1=O	8	0%	-3%	7%	9%	-5%
CCCCNC(=O)N1CCN(Cc2ccc(F)cc2)CC1	-35	1%	2%	x	-11%	-3%
Cc1cccn2c(=O)c3c(nc12)N1CCc2ccccc2C1C1(C3)C(=O)NC(=O)N(C)C1=O (configuration not stated)	-37	16%	-8%	-35%	-7%	1%
CCC(=O)Nc1cc2c(cc1Cl)-c1ccccc1C2	60	u	x	x	15%	x
COc1ccc2[nH]c(=O)c(CN(C)C(=O)C3CCCCC3)cc2c1	-27	-1%	-21%	1%	0%	0%
CC(C(=O)N1c2ccccc2CC1C)N1CCN(S(=O)(=O)c2ccccc2F)CC1 (configuration not stated)	-6	-8%	x	-9%	u	-2%
CN(C)P(=O)(N(C)C)N1CC1	-13	-1%	x	x	11%	x
Cc1ccc(NC(=O)c2sc(N)nc2-c2ccccc2)cc1C	u	-25%	-5%	-2%	3%	2%
CCOc1cc(C(=O)Nc2ccc(C(=O)NCCN(CC)CC)cc2)ccc1OCC(=O)N1CCOCC1	-16	-5%	x	35µM*	10%	u
COC(=O)[C@]1(C)CCC[C@@]2(C)C3CC[C@@]4(C)C[C@]3(CC[C@H]12)C[C@H]4O (some centres not stated)	-16	9%	2%	0%	-1%	-7%
c1ccc(CCNc2ccnc3cc4ccccc4cc23)cc1	-101*	6.3µM*	u	4%	-1%	-5%

Full records, looked up by structure. Order of screens: HCMV inh | HCV inhibitor | Giardia FBPA inh | Sm TGR block | AMA1 RON2 block | AmpC detergent
O=C(O)c1ccccc1-c1ccccc1C(=O)Nc1nc2ccccc2s1 across the screens: 0 | -1% | u | 11% | -11% | 8%
COc1ccc2[nH]c(=O)c(CN(C)C(=O)C3CCCCC3)cc2c1 across the screens: -27 | -1% | -21% | 1% | 0% | 0%

Remaining list, next part.
SMILES	HCMV inh	HCV inhibitor	Giardia FBPA inh	Sm TGR block	AMA1 RON2 block	AmpC detergent
CN(CC(=O)O)c1ccc(C(F)(F)F)cc1[N+](=O)[O-]	u	-1%	16%	5%	-10%	-1%
CCc1ccc(S(=O)(=O)c2n[nH]n3c2nc(=O)c2ccccc23)cc1	-13	16%	-10%	1%	-4%	u
O=C(Nc1ccc(Nc2ccccc2)cc1)c1ccc(Br)cc1	-33	-27%	4%	-9%	-2%	u
O=C(COc1ncnc2ccccc12)N1CCN(C(=O)c2ccco2)CC1	-3	9%	-3%	-4%	2%	u
O=C(c1ccc(S(=O)(=O)c2ccccc2)cc1)N1CCc2ccccc2C1	0	-18%	1%	2%	-4%	-7%
CCOCCn1ccc2c(OCC(=O)NCCc3ccc(OC)c(OC)c3)cccc2c1=O	-6	-12%	x	1%	2%	u
Cc1ccc2c(C)c(C(=O)NCCc3ccco3)oc2c1C	-2	-18%	x	-35%	-14%	-4%
CCOC(=O)N1CCN(S(=O)(=O)c2ccc(OCC(=O)OC)cc2)CC1	-78*	16%	1%	-1%	-5%	-3%
CCc1noc(C)c1C(=O)Nc1ccc(Cl)c(S(=O)(=O)N2CCCCC2)c1	-35	u	x	1%	5%	0%
CCOc1ccc(-c2nnn(CCC#N)n2)cc1OC	u	-1%	-6%	x	7%	-5%
Cn1cc(C=O)c(-c2ccc3c(c2)OCCCO3)n1	64	12%	-7%	-33%	0%	-3%
C/C(=N\N=c1/sc2ccccc2n1C)c1ccccn1	9	u	-1%	1%	-8%	3%
CCN(C(=O)COC(=O)c1cccc2ccccc12)c1c(N)n(Cc2ccccc2)c(=O)[nH]c1=O	74	-23%	x	x	-5%	x
CCCc1nn(CCc2ccccn2)c(N)c1CC	5	0%	0%	5%	-4%	8%
Cc1oc(-c2cccc(C(F)(F)F)c2)nc1CN1CCC[C@H]1CO	12	-14%	1%	-13%	-1%	1%
CCC(C(=O)NCCc1ccc(S(N)(=O)=O)cc1)c1ccccc1 (configuration not stated)	22	-6%	x	x	-15%	x
Cc1cc(C)nc(SC2CC(=O)N(c3ccc(Br)cc3)C2=O)n1 (configuration not stated)	-20	-7%	-3%	50µM*	4%	6%
CCCn1c(SCC(=O)NCCc2ccc(Cl)cc2Cl)n[nH]c1=O	-39	-16%	3%	-18%	-1%	3%
CCOc1ccc(OCC)c(S(=O)(=O)N2CCOCC2)c1	11	8%	3%	-11%	-8%	-5%
Cc1ccccc1OCCCCn1cnc2ccccc21	-68*	7.9µM*	5%	-4%	5%	1%
COC(=O)CC1c2cc(OC)c(OC)cc2CC(=O)c2cc(OC)c(OC)cc21 (configuration not stated)	-33	29%	-15%	1%	13%	-1%
CC(=O)Cn1c(CN2CC(C)CC(C)C2)nc2c1c(=O)n(C)c(=O)n2C (configuration not stated)	18	6%	7%	8%	-16%	u
COc1ccc(C(C)=O)cc1CSc1ccc(S(=O)(=O)N2CCCCC2)cn1	-1	u	x	-9%	-5%	9%
Cc1oc2cc3oc(=O)cc(C)c3cc2c1C	165	-9%	-1%	7%	-4%	2%
COc1cc(Cl)c(C)cc1NC(=O)Cn1ncc2c([nH]c3ccccc32)c1=O	13	x	x	-10%	x	4%
O=C(N/N=C/c1c(O)ccc2ccccc12)c1cccc(C(F)(F)F)c1	-105*	u	u	5%	28%	-9%
O=C(COc1coc(CN2CCc3ccccc3C2)cc1=O)Nc1ccc([N+](=O)[O-])cc1	0	u	x	-2%	-11%	0%
Cc1c(NC(=O)C(C)OC(=O)CC2CC3CCC2C3)c(=O)n(-c2ccccc2)n1C (configuration not stated)	-18	5%	6%	-9%	-2%	-5%
N#CC1=C(N)C(C#N)(C#N)C(c2cccnc2)C2CN(C(=O)OCc3ccccc3)CC=C12 (configuration not stated)	-8	-29%	0%	u	-13%	-5%
COc1ccc(NC(=O)C2CCCN(S(=O)(=O)c3c(C)[nH]c(=O)[nH]c3=O)C2)cc1 (configuration not stated)	0&-17	17%	10%	4%&-31%	0%	11%&-1%
O=C(Nc1nc(-c2nc3ccccc3s2)cs1)c1ccco1	103	14%	2%	-4%	-13%	-7%
O=C(CSc1n[nH]c(=O)[nH]c1=O)Nc1ccc(Br)cc1Br	-30	10%	x	-7%	-7%	-4%
CSc1nnc(-c2cccc(NC(=S)NN)c2)o1	-66*	-14%	-10%	-10%	108%[activator]	-4%
O=C(c1ccccc1)N1CCC(O)(c2ccc3c(c2)OCO3)CC1	5	7%	2%	-4%	2%	4%
COc1ccc(N2C(=O)CCC2=O)cc1	35	2%	5%	0%	5%	-3%
CC(=O)c1ccccc1NC(=O)CSCc1nc2sc(C)c(C)c2c(=O)[nH]1	-9	18%	x	-1%	-16%	-11%
COc1ccc(C(=O)N2CCC2)cc1S(=O)(=O)NCc1ccc(Cl)cc1	-11	-4%	x	x	9%	x
O=C(c1ccccc1)N1CCN2C(=O)c3ccccc3C12c1ccc(Cl)cc1 (configuration not stated)	u	u	-5%	5%	-8%	-3%
Cn1nc(C(=O)OCC(=O)Nc2ccc3ccccc3c2)c2ccccc2c1=O	7	12%	0%	9%	5%	-10%
Cc1ccc(C(=O)NC2CC(C)(C)NC(C)(C)C2)cc1C	22	-5%	-9%	6%	-15%	-1%

Random excerpt: five compounds from above.
SMILES	HCMV inh	HCV inhibitor	Giardia FBPA inh	Sm TGR block	AMA1 RON2 block	AmpC detergent
COC(=O)CC1c2cc(OC)c(OC)cc2CC(=O)c2cc(OC)c(OC)cc21 (configuration not stated)	-33	29%	-15%	1%	13%	-1%
N#CC1=C(N)C(C#N)(C#N)C(c2cccnc2)C2CN(C(=O)OCc3ccccc3)CC=C12 (configuration not stated)	-8	-29%	0%	u	-13%	-5%
CC(=O)c1ccccc1NC(=O)CSCc1nc2sc(C)c(C)c2c(=O)[nH]1	-9	18%	x	-1%	-16%	-11%
CC(=O)Cn1c(CN2CC(C)CC(C)C2)nc2c1c(=O)n(C)c(=O)n2C (configuration not stated)	18	6%	7%	8%	-16%	u
O=C(Nc1nc(-c2nc3ccccc3s2)cs1)c1ccco1	103	14%	2%	-4%	-13%	-7%

Following part.
SMILES	HCMV inh	HCV inhibitor	Giardia FBPA inh	Sm TGR block	AMA1 RON2 block	AmpC detergent
Nc1c(C(=O)CSc2nccn2-c2ccc(Cl)cc2)c(=O)[nH]c(=O)n1C1CC1	u	2%	x	-3%	2%	-5%
C=CC[C@H](CC(=O)NCCO)C(=O)N[C@H](COC(=O)[C@H](CC=C)CC(=O)OC(C)(C)C)c1ccccc1	-8	4%	x	x	-7%	x
Cc1cccc(NC(=O)CSc2nc(=O)n(Cc3ccccn3)c3c2CCC3)c1C	-23	x	x	0%	x	0%
O=C(c1ccc(OC2CCN(Cc3ccccc3OC(F)F)CC2)cc1)N1CCCC1	-31	-24%	-11%	-1%	18%	7%
COc1ccc(S(=O)(=O)N2CCSC2c2ccccc2)cc1 (configuration not stated)	-32	u	0%	-5%	10%	u
COc1ccc(C(=O)Cn2c(=O)n3nc(CCn4nc(C)cc4C)nc3c3cc(OC)c(OC)cc32)cc1	-14	x	x	9%	x	6%
Cc1nn(C(C)C(=O)NCCN2CCCC2)c(=O)c2c1sc1ccccc12 (configuration not stated)	-2	-22%	x	-8%	-4%	3%
CCCCN(C)C(=O)C1CCN(CCCc2ccccc2)CC1	18	3%	-9%	14%	24%	u
CCNC(=O)NC(=O)C(C)OC(=O)C1CCN(S(=O)(=O)c2ccc(C)c(C)c2)CC1 (configuration not stated)	u	12%	6%	3%	-17%	-2%
C=C[C@H]1CN2CC[C@H]1C[C@@H]2[C@@H](O)c1ccnc2ccccc12	-2	24%	x	-3%	5%	-1%
CC(C)CCNC(=S)Nc1ccc(Br)cc1	u	-12%	-3%	-18%	-2%	-16%
CN(CC(=O)Nc1ccc(Cl)c(C(F)(F)F)c1)C(=O)COC(=O)C1CC2CCCC(C1)C2=O (configuration not stated)	40	2%	x	x	6%	x
CC1=Nc2cc(C(=O)NCCc3ccc(Cl)cc3)ccc2Sc2ccc(C)cc21	-65*	x	x	-2%	x	-7%
O=C(NCCCCNC(=O)c1cccnc1)c1cccnc1	13	3%	3%	2%	-3%	u

Rows are unselected; any-hit rate near 9.3%.
